Kir21 block: inhibitors of mouse Kir2.1 inward-rectifier potassium channel; P35561; HEK293-Kir2.1, FluxOR thallium flux fluorescence; hits give low values; B-score at 10 µM; actives 0.85% (n = 310,000);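 active = fluorescence ratio B-score at or below minus 3 SD of library scores, with starting-brightness B-score within 2 SD, cut at about -4.2 in these data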;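 also: channel flux triggered by added potassium and thallium sulfate stimulus; B-score of peak minus minimum fluorescence over baseline after thallium stimulus; more negative B-score means stronger Kir2.1 block with less thallium influx; some compounds called inactive have numbers as strong as hits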
Target sequence (P35561 whole entry, looked up): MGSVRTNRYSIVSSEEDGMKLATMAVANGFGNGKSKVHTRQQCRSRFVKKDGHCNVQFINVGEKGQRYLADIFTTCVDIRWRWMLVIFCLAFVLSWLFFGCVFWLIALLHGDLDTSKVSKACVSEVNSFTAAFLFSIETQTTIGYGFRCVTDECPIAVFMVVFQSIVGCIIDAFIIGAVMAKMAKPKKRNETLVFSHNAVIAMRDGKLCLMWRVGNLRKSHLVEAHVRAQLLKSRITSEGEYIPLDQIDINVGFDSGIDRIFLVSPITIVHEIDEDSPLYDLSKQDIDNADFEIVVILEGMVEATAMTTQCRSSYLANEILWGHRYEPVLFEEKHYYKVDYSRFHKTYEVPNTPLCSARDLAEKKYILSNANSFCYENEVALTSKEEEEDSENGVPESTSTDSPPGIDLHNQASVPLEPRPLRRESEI
CHT inh: inhibits the human high affinity choline transporter; CHT-expressing cells, membrane potential dye, choline response; hits give low values; B-score at 10 µM; actives 0.86% (n = 310,000);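 active = B-score over 3 SD under the library average, and starting fluorescence ratio not unusually high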;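 also: choline stimulus applied at its EC90 after an EC20 pre-addition; B-score computed on integrated fluorescence ratio after choline addition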
* = called active by the depositor; i = inactive; nt = no result given.

SMILES	Kir21 block	CHT inh
COc1ccc(OC)c(/C=C2\SC(N3CCCC(C)C3)=NC2=O)c1 (stereo not given)	-0.1	i
Cc1ccc(-c2nc3c(c(=O)c4ccccc4n3C)c(=O)n2-c2ccc(F)cc2)cc1	0.01	i
COC(=O)c1c(NC(=O)C2c3ccccc3Oc3ccccc32)sc(C)c1C	-0.22	i
Cc1cc(C)nc(N(C#N)CC(=O)N2CCC(C(N)=O)CC2)n1	-1.3	i
N#Cc1ccc(CNc2cnccn2)cc1	0.99	i
CCC(=O)Nc1cccc(C2=NOC3(C2)C[C@@H](C(N)=O)N(C(=O)c2cc([N+](=O)[O-])cc([N+](=O)[O-])c2)C3)c1 (stereo not given in full)	0.04	i
O=C(CCl)NCCCCCCCCCNC(=O)CCl	0.45	i
CCC(=O)NC(=S)Nc1ccc2oc(-c3ccc(OC)cc3)nc2c1	0.08	i
CC(=O)Nc1ccc(-c2nnc(SCc3ccc(C)cc3)n2C)cc1	-1.4	i
CCCn1c(-c2nonc2N)nc2ccccc21	-3.4	i
Cc1ccc2nc(NCCc3ccc(Cl)cc3)c3nncn3c2c1	0.8	i
Cn1cccc1/C=N/n1c(-c2ccc(C(C)(C)C)cc2)n[nH]c1=S	-2	i

Reprinted from the part before: 3 entries, followed by the next part.
SMILES	Kir21 block	CHT inh
CCCn1c(-c2nonc2N)nc2ccccc21	-3.4	i
Cc1ccc2nc(NCCc3ccc(Cl)cc3)c3nncn3c2c1	0.8	i
Cn1cccc1/C=N/n1c(-c2ccc(C(C)(C)C)cc2)n[nH]c1=S	-2	i
Cc1cc(=O)cc(C)n1-c1ccc(O)cc1	0	i
N#CC[C@H](c1ccccc1)N1CCN(Cc2ccccc2)CCC1=O	0.48	i
CC(=O)c1cccc(CN2CCCCC2C(=O)Nc2ccc(Oc3ccccc3)nc2)c1 (stereo not given)	0	i
CC1CCCC(C)N1C(=O)COC(=O)c1nn(C)c(=O)c2ccccc12 (stereo not given)	-0.14	i
COc1ccc(-c2nc3c(c(=O)[nH]c(=O)n3Cc3ccccc3)n2Cc2ccccc2)cc1	0.91	i
Cc1noc(N)c1C(=O)Nc1ccc(F)c(Cl)c1	0.21	i
O=C(NCc1ccco1)C1CC(c2ccc(Cl)cc2)=NO1 (stereo not given)	-0.25	i
CCC(C)(C)n1nnnc1C(c1cc2cc(C)cc(C)c2[nH]c1=O)N1CCN(Cc2ccc3c(c2)OCO3)CC1 (stereo not given)	-0.03	nt
Oc1ccc(CNc2ccc(F)cc2)c2cccnc12	-0.37	i
Cc1ccsc1C(=O)OCC(=O)N1CCOCC1	0.95	i
CC[n+]1c(/C=C/c2ccc(OC)c(OC)c2)ccc2ccccc21	0	i
O=S(=O)(CC(CN1CCOCC1)N1CCOCC1)c1ccccc1 (stereo not given)	1.4	i

Sorted by heavy-atom count (rising): some entries from above.
SMILES	Kir21 block	CHT inh
Cc1cc(=O)cc(C)n1-c1ccc(O)cc1	0	i
CCCn1c(-c2nonc2N)nc2ccccc21	-3.4	i
O=C(CCl)NCCCCCCCCCNC(=O)CCl	0.45	i
Oc1ccc(CNc2ccc(F)cc2)c2cccnc12	-0.37	i
O=C(NCc1ccco1)C1CC(c2ccc(Cl)cc2)=NO1 (stereo not given)	-0.25	i
Cc1cc(C)nc(N(C#N)CC(=O)N2CCC(C(N)=O)CC2)n1	-1.3	i
Cc1ccc2nc(NCCc3ccc(Cl)cc3)c3nncn3c2c1	0.8	i
CC(=O)Nc1ccc(-c2nnc(SCc3ccc(C)cc3)n2C)cc1	-1.4	i
CC1CCCC(C)N1C(=O)COC(=O)c1nn(C)c(=O)c2ccccc12 (stereo not given)	-0.14	i
COC(=O)c1c(NC(=O)C2c3ccccc3Oc3ccccc32)sc(C)c1C	-0.22	i
Cc1ccc(-c2nc3c(c(=O)c4ccccc4n3C)c(=O)n2-c2ccc(F)cc2)cc1	0.01	i
CC(=O)c1cccc(CN2CCCCC2C(=O)Nc2ccc(Oc3ccccc3)nc2)c1 (stereo not given)	0	i
COc1ccc(-c2nc3c(c(=O)[nH]c(=O)n3Cc3ccccc3)n2Cc2ccccc2)cc1	0.91	i
CCC(=O)Nc1cccc(C2=NOC3(C2)C[C@@H](C(N)=O)N(C(=O)c2cc([N+](=O)[O-])cc([N+](=O)[O-])c2)C3)c1 (stereo not given in full)	0.04	i
CCC(C)(C)n1nnnc1C(c1cc2cc(C)cc(C)c2[nH]c1=O)N1CCN(Cc2ccc3c(c2)OCO3)CC1 (stereo not given)	-0.03	nt

Further compounds
SMILES	Kir21 block	CHT inh
CN(C)CCNC(=O)c1ccc2c(=O)n(Cc3ccc(Cl)cc3)c(=S)[nH]c2c1	-0.78	i
Cc1ccc(NC(=O)c2cc(-c3cccs3)nc3ccccc23)nc1	-0.53	i
COc1cc2c(cc1OC)CN(C(=S)Nc1ccc(C)cc1C)CC2	-0.22	i
N=C1/C(=C/c2cccs2)C(=O)N=C2SN=C(SCc3ccccc3)N12	-3.7	i
CN(C)C(CNC(=O)Cc1cccc(C(F)(F)F)c1)c1ccco1 (stereo not given)	-0.49	i
O=S(=O)(Nc1cccc(-n2cnnn2)c1)c1ccc(Cl)cc1	-1.3	i
CCc1nnc(NC(=O)CN2CCN(C3CCCCC3)CC2)s1	0.62	i
CCCc1cc(=O)oc2cc(C)cc(OCC(=O)NC(Cc3c[nH]c4ccc(O)cc34)C(=O)O)c12 (stereo not given)	-0.22	i
CC(NC(=O)Cn1c(NCCO)nc2ccccc21)C1CC2CCC1C2 (stereo not given)	-2.2	i
Cn1c(=Nc2ccc(N3CCOCC3)cc2)ccc2ccccc21	0.76	i
Cc1nc2ccccc2c(=O)n1-c1ccc(F)c(NS(=O)(=O)c2ccccc2F)c1	2	i
CN(Cc1ccccc1)C(=O)c1ccco1	-1.6	i
Cc1nc(C(=O)Nc2ccccc2)sc1C1(C)CC(c2cccnc2)=NO1 (stereo not given)	-0.27	i
C=CCOc1c(Br)cc(CNc2ccc(NC(=O)C(C)C)c(OC)c2)cc1OC	1.4	i
CC1CCN(c2ncnc3c2cnn3Cc2ccc(Cl)cc2)CC1	nt	i
CCOC(=O)C1=C(C)NC(=O)NC1c1cc(C)sc1C (stereo not given)	0	i
CC(C)=C1C2CC2C2C(C(=O)O)C12 (stereo not given)	-1.1	i
COc1ccccc1NC(=O)NC1(C(=O)N2CCCCCC2)CCCCC1	0.77	i
CCOc1ccc(-c2nn[nH]n2)cc1	-1.6	i
COc1ccc(C(=O)OCCN2CCCCC2)cc1	0.17	i

Screening results (PubChem BioAssay)

Rows are unselected; 1.6% or so of the library scored in one or more.
